# BLM inh = Bloom syndrome helicase (human) inhibition; 0.2% of 350,000 active; recombinant BLM DNA unwinding, fluorescence dequenching; Potency, µM (titrated, usually from 56.1 µM), for inactives: at the highest dose activity change, negative = inhibition, actives largely listed as inhibitors; P54132;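 note: potency is the fitted concentration of half-maximal effect; plate controls were vehicle for no effect and no enzyme for full effect; nearly all actives have a fitted effect of over 35% in size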
# POLK inh = blocks human DNA polymerase kappa activity. Q9UBT6. purified Pol kappa, fluorescent DNA synthesis assay, 10 min. Potency, µM (top dose mostly 107 µM), for inactives: top-dose activity, negative = inhibition, actives largely listed as inhibitors. 0.53% of 400,000 active. AID 588579; note: potency is the fitted concentration of half-maximal effect; % is set by controls: 0 for no effect and ±100 for the full control effect
#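 Kinetic fluorescence screen: compound preincubated 15 min RT with 10 nM enzyme; 50 nM substrate (final) initiates; reads at 0/10 min.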
# Anesthetic bind = binds horse apoferritin like a general anesthetic | P02791 | Potency, µM (series often up to 77.5 µM), for inactives: at the top dose activity change, negative = displacement, usual class: inhibitors | 0.074% of 350,000 active | apoferritin/1-aminoanthracene competitive binding, fluorescence; note: potency is the fitted concentration of half-maximal effect; % is set by controls: 0 for no effect and ±100 for the full control effect; nearly all actives have a fitted effect of over 20% in size
# Target sequence (P02791 2-175 limits assumed): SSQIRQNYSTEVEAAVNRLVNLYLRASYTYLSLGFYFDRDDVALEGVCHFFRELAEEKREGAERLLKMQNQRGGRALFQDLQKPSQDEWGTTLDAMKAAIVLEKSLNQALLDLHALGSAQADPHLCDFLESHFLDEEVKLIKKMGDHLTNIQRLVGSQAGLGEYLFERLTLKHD
#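 Steps: apoferritin (10 uM) was premixed with half-saturated 1-AMA in PBS, compounds were pin-transferred, plates stood 10 min at room temperature, fluorescence was read at 380/535 nm, and curves were fitted with a Hill equation.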
# Pol iota inh = inhibitors of human DNA polymerase iota | Pol iota fluorescent replication assay, 10 min | Potency, µM (titrated, usually from 115 µM), for the others: at the top dose activity, negative = inhibition, usual class: inhibitors | 1% of 390,000 active; note: potency is the fitted concentration of half-maximal effect
#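 Pol iota at 10 nM preincubated 15 min with compounds at room temperature; reaction started with fluorescent substrate, 50 nM final. Fluorescence read kinetically at 0 and 10 min; buffer-only wells as negative control.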
# Glioma ERSR ind = inducers of ER stress response in human glioma cells; U87-MG GRP78 promoter luciferase reporter, 16 h; Potency, µM, without a hit: top-dose activation, hits mostly activators; 0.02% of 420,000 active; note: potency is the fitted concentration of half-maximal effect; series mostly up to about 76 µM; % of control where 0% means no effect; nearly all actives have a fitted effect of over 35% in size
#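 Stably transfected U87-MG glioma cells carrying a GRP78-based luciferase sensor; 16 h compound incubation. Luminescence end-point read 10 min after Bright-Glo addition at room temperature.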
# Pol beta inh = DNA polymerase beta (human) inhibition; Pol beta primer extension/strand displacement, fluorescence kinetic; Potency, µM (doses to about 114 µM), for the others: at the top dose activity change, negative = inhibition, most hits filed as inhibitors; 1.3% of 340,000 active; AID 485314; note: potency is the fitted concentration of half-maximal effect; % is set by controls: 0 for no effect and ±100 for the full control effect
#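 Values derive from four-parameter Hill fits of normalized kinetic data: reads at 0 and 10 min following addition of 50 nM substrate to 10 nM Pol beta preincubated 15 min with compound.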
# APE1 inh = APE1 (human) endonuclease inhibition; P27695; Potency, µM (top dose mostly 65.8 µM), for inactives: top-dose activity change, negative = inhibition, hits mostly inhibitors; recombinant APE1, TAMRA/BHQ-2 abasic DNA cleavage fluorescence; AID 2517; 0.35% of 350,000 active;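 note: potency is the fitted concentration of half-maximal effect; plate controls were vehicle for no effect and reference inhibitor for full effect; nearly all actives have a fitted effect of over 55% in size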
#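 APE1 at 0.75 nM preincubated 15 min at room temperature with compound. Reaction then started with 50 nM double-stranded THF-abasic substrate labelled with TAMRA/BHQ-2, and 525/598 nm fluorescence read kinetically. Activity taken as third-minus-first read difference, normalized to DMSO and NSC13755 controls.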
# LDHA inh = blocks human lactate dehydrogenase A | 0.15% of 480,000 active | activity change, % (values are at about 110 or 230 µM) | P00338 | purified LDHA, NADH/diaphorase-resazurin fluorescence; active compounds read low; in the data active = activity change below about -30%; inconclusive = mostly about -25% to -30%;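 note: plate controls were DMSO wells for no effect and wells without enzyme for full effect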
#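 Remaining NADH was detected by diaphorase (0.133 mg/mL) converting 37 µM resazurin to fluorescent resorufin, read at 0 and 20 minutes. The preceding 5-minute room-temperature reaction used 2 nM LDHA, 0.2 mM sodium pyruvate and 0.06 mM NADH at pH 7.4.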
# POLH inh = inhibitors of human DNA polymerase eta. recombinant Pol eta, fluorescent DNA replication assay. Q9Y253. 1.2% of 390,000 active. Potency, µM (top dose mostly 114 µM), for inactives: top-dose activity change, negative = inhibition, most hits filed as inhibitors; note: potency is the fitted concentration of half-maximal effect; % is set by controls: 0 for no effect and ±100 for the full control effect
# Target sequence (Q9Y253 whole entry, looked up): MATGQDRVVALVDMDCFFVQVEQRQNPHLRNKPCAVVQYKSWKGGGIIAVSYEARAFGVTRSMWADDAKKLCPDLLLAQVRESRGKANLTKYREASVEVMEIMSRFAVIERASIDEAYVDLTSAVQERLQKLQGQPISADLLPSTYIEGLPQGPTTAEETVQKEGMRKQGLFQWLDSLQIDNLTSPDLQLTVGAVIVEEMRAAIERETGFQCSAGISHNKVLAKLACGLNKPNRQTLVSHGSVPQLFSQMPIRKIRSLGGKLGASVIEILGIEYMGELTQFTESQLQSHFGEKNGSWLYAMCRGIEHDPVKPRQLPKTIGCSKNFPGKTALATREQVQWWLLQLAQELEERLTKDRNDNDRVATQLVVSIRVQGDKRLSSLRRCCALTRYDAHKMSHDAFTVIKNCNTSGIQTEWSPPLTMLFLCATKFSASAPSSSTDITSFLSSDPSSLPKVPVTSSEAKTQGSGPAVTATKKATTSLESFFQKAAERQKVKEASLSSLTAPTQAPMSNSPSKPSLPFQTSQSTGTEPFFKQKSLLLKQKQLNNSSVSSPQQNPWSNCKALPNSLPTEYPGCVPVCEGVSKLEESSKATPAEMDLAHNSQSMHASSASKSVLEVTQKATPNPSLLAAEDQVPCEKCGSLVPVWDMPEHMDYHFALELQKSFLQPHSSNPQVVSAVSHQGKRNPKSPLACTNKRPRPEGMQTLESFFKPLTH
#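 Fluorescent replication assay: 50 nM final substrate added after a 15 min room-temperature compound preincubation with 10 nM enzyme. Signal taken at 0 min and again at 10 min.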
# Active calls of the source: *; ? = inconclusive; . = not tested or not shown; & = joins results of further samples; [ ] = another dose, or the depositor's remark. Unless noted, calls come from the whole dose curve; as a rule, active = well fitted curve in the direction sought with a large enough effect; inconclusive = small, poorly fitted or top-dose-only effect, or another doubt; inactive = no such curve, though single readings can be large; an effect the other way counts as inactive or inconclusive.
no. | SMILES | BLM inh | POLK inh | Anesthetic bind | Pol iota inh | Glioma ERSR ind | Pol beta inh | APE1 inh | LDHA inh | POLH inh
1 | CC(C)(C)OC(=O)NNC(=O)C12CC3CC(CC(C3)C1)C2 | 1% | -5% | ? | 203%[activator] | -3% | 14% | 11% | -5 | -15%
2 | CCOC(=O)C1=C(c2ccccc2)NC(=S)NC1C (configuration not stated) | -2% | -16% | -12% | 76%[activator] | 1% | 0% | 19% | -4 | -13%
3 | COC(=O)c1ccccc1NC(=O)Nc1ccc(Br)cn1 | 2% | -1% | -2% | 57%[activator] | 0% | 48% | 14% | -9 | 7%
4 | Cc1cc(N2C(=O)C(O)=C(C(=O)c3cc4ccccc4o3)C2c2ccc(Br)cc2)no1 (configuration not stated) | -18% | -6% | -14% | 13% | -3% | -2% | 48%[activator] | -12 | -2%
5 | COc1ccc(-c2nc3ccc(NS(=O)(=O)c4ccc(Cl)cc4)cc3o2)cc1 | -13% | -8% | 1% | 4% | . | ? | . | 2 | .
6 | O=C(CSc1nnc(-c2ccco2)o1)Nc1cccc([N+](=O)[O-])c1 | -3% | -5% | 2% | -4% | -3% | 20% | 48% | -2 | 0%
7 | CCOC(=O)C(=O)Nc1nnc(CCc2ccccc2)s1 | 1% | 5% | 6% | -5% | -6% | 17% | -5% | -1 | 5%
8 | CCC(=O)Nc1nc2ccccc2n1Cc1ccccc1 | -1% | -11% | -8% | -12% | -3% | 13% | -3% | -3 | -15%
9 | CN1CCN(c2ccc(Cl)cc2NC(=O)CN2C(=O)NC(C)(c3ccccc3)C2=O)CC1 (configuration not stated) | . | -6% | . | -2% | 1% | . | 39%[activator] | -3 | -15%
10 | COc1ccc(/C=C2\SC(=O)N(CCNC(=O)C3CSC4(C)CCC(=O)N34)C2=O)cc1 (configuration not stated) | . | -4% | . | 67%[activator] | -1% | . | -2% | -4 | -13%
11 | CCOC(=O)c1c(-c2ccccc2)csc1NC(=O)CSc1nnnn1C | 0% | -7% | 48%[activator] | -2% | -1% | 2% | 0% | -5 | -9%
12 | Cc1ccc(Cl)cc1NC(=O)CSc1nnc(C)n1-c1ccccc1 | 0% | -5% | -6% | -1% | -2% | 0% | 16% | -2 | 3%
13 | CS(=O)Cc1cc(Sc2ccccc2)nc(-c2ccncc2)n1 (configuration not stated) | 3% | -15% | -9% | 5% | -1% | 2% | -1% | -12 | 1%
14 | O=C(NCc1ccccc1Cl)C1CCC(CNS(=O)(=O)c2ccc(Cl)cc2)CC1 (configuration not stated) | 1% | -16%[60.1 µM] | -13% | -4% | -3% | 13% | . | -4 | 1%
15 | NC(=O)c1ccc(NC(=O)COC(=O)/C=C/c2ccc3c(c2)OCO3)cc1 | -1% | -25% | 5% | 2% | 3% | 2% | -8% | -5 | 1%
16 | CCOc1ccccc1NC(=O)CN(C)S(=O)(=O)c1ccc2[nH]c(=O)oc2c1 | -2% | -3% | -9% | 1% | 7% | -1% | 51%[activator] | -2 | -15%

# An excerpt of these results, in transposed form.
[13] CS(=O)Cc1cc(Sc2ccccc2)nc(-c2ccncc2)n1 (configuration not stated)
[9] CN1CCN(c2ccc(Cl)cc2NC(=O)CN2C(=O)NC(C)(c3ccccc3)C2=O)CC1 (configuration not stated)
[12] Cc1ccc(Cl)cc1NC(=O)CSc1nnc(C)n1-c1ccccc1
[10] COc1ccc(/C=C2\SC(=O)N(CCNC(=O)C3CSC4(C)CCC(=O)N34)C2=O)cc1 (configuration not stated)
[14] O=C(NCc1ccccc1Cl)C1CCC(CNS(=O)(=O)c2ccc(Cl)cc2)CC1 (configuration not stated)
[11] CCOC(=O)c1c(-c2ccccc2)csc1NC(=O)CSc1nnnn1C
Screen / compound no.	13	9	12	10	14	11
BLM inh	3%	.	0%	.	1%	0%
POLK inh	-15%	-6%	-5%	-4%	-16%[60.1 µM]	-7%
Anesthetic bind	-9%	.	-6%	.	-13%	48%[activator]
Pol iota inh	5%	-2%	-1%	67%[activator]	-4%	-2%
Glioma ERSR ind	-1%	1%	-2%	-1%	-3%	-1%
Pol beta inh	2%	.	0%	.	13%	2%
APE1 inh	-1%	39%[activator]	16%	-2%	.	0%
LDHA inh	-12	-3	-2	-4	-4	-5
POLH inh	1%	-15%	3%	-13%	1%	-9%

# (further entries)
no. | SMILES | BLM inh | POLK inh | Anesthetic bind | Pol iota inh | Glioma ERSR ind | Pol beta inh | APE1 inh | LDHA inh | POLH inh
17 | Cc1cc(C)cc(C(=O)OCC(=O)N2CCCC2)c1 | 2% | 4% | 3% | 75%[activator] | -3% | 68% | 0% | -6 | -7%
18 | N#C/C(=C/c1ccc(N2CCCCC2)o1)c1cccc(F)c1 | -12% | -7% | ? | ? | ? | -3% | -1% | 15 | -9%
19 | O=[N+]([O-])c1cc2c(cc1CN1CCN(c3ccccc3)CC1)OCO2 | -11% | -24% | -17% | 26% | 2% | -13% | 26% | 3 | -7%
20 | Cc1ccc(C(=O)Nc2cc3c(cc2C)n(C)c(=O)c(=O)n3C)cc1 | -8% | -7%[60.1 µM] | -3% | 10% | . | -4% | . | -4 | .
21 | COc1ccc(/C=c2\sc3nc(-c4ccccc4OC)nn3c2=O)c(OC)c1 | 1% | -9% | 2% | 7% | -3% | -24% | 1% | -14 | ?
22 | Cc1ccc(C)c(NC(=O)CN2C(=O)C(C)(C)c3ccccc32)c1 | 1% | -4%[60.1 µM] | -22% | 16% | -3% | 1% | . | -1 | -13%
23 | CCOc1ccc(-n2c(Cc3cc(=O)[nH]c(=O)[nH]3)nnc2SC(C)C(=O)OC)cc1 (configuration not stated) | 2% | . | -18% | . | . | 8% | -1% | . | .
24 | CC(=O)Nc1nnc(-c2ccc3c(c2)CCCC3)o1 | 2% | 12% | -23% | 58%[activator] | -5% | -13% | -4% | 2 | -3%

# New compounds follow
# Values run as follows: BLM inh, POLK inh, Anesthetic bind, Pol iota inh, Glioma ERSR ind, Pol beta inh, APE1 inh, LDHA inh, POLH inh
(25) CC(=O)NC(Cc1ccccc1)C(=O)N1CCN(C(=S)NCC(C)C)CC1 (configuration not stated)
    -2%, -2%, -2%, 27%, -1%, 25%, ?, -7, -12%
(26) CCCCCCCCOc1c(OC)cc(/C=C/C(=O)N2CCN(c3ccc(C)c(C)c3)CC2)cc1OC
    0%, -18%[12 µM], 2%, ., 0%, ., -10%, ., .
(27) CCN=C1S/C(=C\c2cn(CC(=O)NCc3ccco3)c3ccccc23)C(=O)N1CC
    -4%, -2%, 3%, 30%, -4%, -29%, 24%[12.4 µM], -3, -12%
(28) CCCCSCCCNC(=O)C1CCC(CNS(=O)(=O)c2c(C)cc(C)cc2C)CC1 (configuration not stated)
    0%, -5%[60.1 µM], -3%, 5%, -1%, -8%, ., 0, -12%
(29) O=C(NCc1cccnc1)Nc1cccc(F)c1
    -2%, -9%, -17%, -34%, 2%, 8%, -1%, -11, 5%
(30) CCN1C(=NCC(C)C)N[C@@H](c2ccccc2)[C@H](C(=O)OC)[C@H]1C
    0%, ., -4%, ., ., 32%, 18%, ., .
(31) COc1cccc(NC(=O)CN2C(=O)COc3ccc(C)cc32)c1
    0%, -14%, 3%, 55%[activator], -2%, 25%, -5%, -6, -12%
(32) O=c1c2cnn(-c3ccc(F)cc3)c2ncn1Cc1ccc(F)cc1
    -4%&1%, -12%&-2%, -11%&2%, -29%&6%, -1%&0%, 13%&0%, -3%, -9&-6, -17%&-1%
(33) COc1ccc(-c2sc3ccc(OC)cc3c2-c2ccc(O)cc2)cc1
    ., -15%, ., -5%, -1%, ., -1%, -8, -7%
(34) COCCNC(=O)c1ccc(CS(=O)(=O)c2ccccc2)o1
    -3%, 2%, -3%, 8%, -3%, 41%, ?, -1, -6%
(35) S=C(NCc1cccnc1)Nc1cccc2ccccc12
    2%, -8%, 6%, 5%, -4%, 1%, 9%, -5, -5%
(36) Cc1csc(NC(=O)CSc2ccc([N+](=O)[O-])cn2)n1
    -2%, -1%, -18%, 37%[activator], -1%, 33%, 41%, -1, -16%
(37) COc1cccc(-c2cncnc2NCc2cccnc2)c1
    1%, 6%[60.1 µM], ., ., -3%, ., 2%, ., .
(38) O=S(=O)(NCc1cccnc1)c1ccccc1
    -2%, -5%, -4%, 34%[activator], -2%, 2%, 1%, -8, -23%
(39) Cc1cc(C)n(CC(O)Cn2ccc3ccccc32)n1 (configuration not stated)
    -2%, -3%, ?, 23%, -2%, 2%, 5%, -2, -19%
(40) OCC1(Cc2ccccc2)CCCN(Cc2ccc3c(c2)OCCO3)C1 (configuration not stated)
    6%, -5%, -13%, 58%[activator], -5%, -1%, -4%, -2, -28%
(41) CCCCOn1c(C)c(C(C)=O)c2c3no[n+]([O-])c3ccc21
    -4%, 5%, -2%, -3%, -2%, 1%, ?, -5, -27%
(42) COc1ccc(Cl)cc1NC(=O)CN(C)C(=O)c1cc2ccccc2cc1OC
    ., -21%, ., 1%, -5%, ., -3%, -2, -17%
(43) Cc1ccc(S(=O)(=O)C2(C(=O)NC3CCCC3)CC2)cc1
    2%, -3%, 6%, 20%, -3%, ?, 1%, 2, -1%
(44) CCOc1cc(C(=O)Nc2cc3c(cc2N2CCOCC2)n(C)c(=O)n3C)cc(OCC)c1OCC
    -4%&-3%, 5%&7%, 1%&-18%, 5%&5%, 3%&-4%, ?, 28%, -3&5, -23%&6%
(45) CCOc1ccc(Nc2nc(NCC(=O)O)nc(N)c2[N+](=O)[O-])cc1
    -7%, -1%, -5%, 60%[activator], 1%, 16%, -6%, -2, -19%
(46) CCOc1ccccc1NC(=O)COC(=O)C1CC(=O)N(c2c(C)cccc2C)C1 (configuration not stated)
    -3%, -3%, -3%, -8%, -4%, 12%, 46%, -2, -10%
(47) Cc1ccc(-c2nc3ncccc3o2)cc1NC(=O)c1ccccc1Br
    -4%, -5%, ?, 35%[activator], -4%, -23%, ., -2, -25%
(48) COc1ccc(C(N)CCc2ccco2)cc1 (configuration not stated)
    0%, -3%, -11%, 2%, 4%, 35%, -5%, 6, -13%
(49) COc1nsnc1NS(=O)(=O)c1ccc(NC(=S)NC(=O)c2cccnc2)cc1
    -6%, -13%, 0%, -16%, -1%, -1%, 3%, -5, 9%
(50) Cc1ccc(NC(=O)N2C3CCCC2CC(NC(=O)C(C)(C)C)C3)cc1 (configuration not stated)
    -3%, -5%, -5%, 16%, 1%, 2%, 25%, -18, -19%

# Some of the compounds tested; rates above refer to the full screens.
